Screens as filed in PubChem BioAssay.
S aureus QS inh = S. aureus quorum sensing inhibition | hit rate 0.3% among 24,000 | inhibition, % at 2 µM | S. aureus RN6390 RNAIII-GFP reporter, AIP-induced, flow cytometry 3 h;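 active = share of bacteria positive for the green fluorescent reporter and its mean brightness both inhibited by 50% or more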;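 note: 0% = AIP-stimulated control and 100% = unstimulated bacteria without AIP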
S aureus QS inh GFP MFI % = also measured in S aureus QS inh; calls as there; inhibition, %; measured here: inhibition of GFP MFI
Numbers without * were called inactive. A portion of the library, so the mix of outcomes need not match the whole.

Start of the listing, in advance, 2 compounds:
Under each structure: S aureus QS inh, S aureus QS inh GFP MFI %
> CN1CC(=O)N/C1=N\C(=O)Nc1ccc2c(c1)N(C)C(=O)CS2
→ 1, 6
> CCOC(=O)Cn1c(C(C)=O)nc2ccccc21
→ -1, -2

The whole of this part, from the start:
Under each structure: S aureus QS inh, S aureus QS inh GFP MFI %
> CN1CC(=O)N/C1=N\C(=O)Nc1ccc2c(c1)N(C)C(=O)CS2
→ 1, 6
> CCOC(=O)Cn1c(C(C)=O)nc2ccccc21
→ -1, -2
> Cc1c(Cl)cccc1NC(=O)CCN1CCCCC1
→ -1, 10
> CCCN1Cc2cccc(C(=O)Nc3ccc4c(c3)OCO4)c2C1=O
→ 15, 25
> CCOC(=O)c1cnc2c(C)c(Cl)ccc2c1N1CCOCC1
→ 2, 14
> O=C(c1c[nH]c2ccc(S(=O)(=O)N3CCOCC3)cc2c1=O)N1CCCC1
→ -11, -21
> COc1cccc(-c2cc(C(=O)Nc3cccc(O)c3)no2)c1
→ 6, 12
> COc1ccc(C2=NOC(C(=O)NCC(C)C)C2)cc1 (stereo unspecified)
→ -2, 0
> O=C(CCCn1c(=S)[nH]c2ccc(Br)cc2c1=O)N1CCN(c2ccccn2)CC1
→ 19, 38
> c1ccc(CN2CCN(c3nc4ccccc4n4cnnc34)CC2)cc1
→ 36, 40
> O=C(C1CC1)N1CCc2cc(Br)cc(S(=O)(=O)NCC3COc4ccccc4O3)c21 (stereo unspecified)
→ -4, -9
> COCCn1cc(C(=O)N2CCC(C)CC2)c2c3ccccc3n(C)c2c1=O
→ 6, 15
> CC(=O)OC1CC(C)(C)N(OC(=O)c2ccccc2)C(C)(C)C1
→ 0, -2
> CCOc1ccccc1CN(Cc1ccco1)S(=O)(=O)c1ccc(-n2cnnn2)c(OC)c1
→ 0, 3
> C=C(c1ccc(O)cc1)c1ccc(O)cc1
→ -5, -9
> Cc1ccccc1NC(=O)CSC(N)=O
→ -2, -3
> Brc1ccc(-c2cn3cccnc3n2)cc1
→ 1, 5
> O=c1cc(N2CCc3ccccc3C2)[nH]c(=O)n1-c1ccc(Cl)cc1
→ 3, 17
> O=C1CC(N2CCN(c3ccc(S(=O)(=O)N4CCOCC4)cc3)CC2)C(=O)N1Cc1ccccc1 (stereo unspecified)
→ -5, -18
> Cc1cc(C)cc(-n2ccnc2SCC(=O)Nc2nccs2)c1
→ 2, 14
> CCOC(=O)c1[nH]c(C)c(C(=O)Nc2ccc(C)cc2C)c1C
→ 2, 11
> COc1ccc(CNC(=O)CCCNS(=O)(=O)c2cccc3nonc23)cc1
→ 13, 10
> Cc1ccc(-c2cc(C(=O)NCCN3CCOCC3)no2)cc1
→ -6, -12
> CCCN1C(=O)c2cc(C(=O)O)ccc2C1O (stereo unspecified)
→ -4, -6
> C=CCc1cc(OC)ccc1OCC(O)CN1CCN(c2ccc(OC)cc2)CC1 (stereo unspecified)
→ 3, 5
> Cn1c(=O)cc(SCC(=O)Nc2ccccn2)c2ccccc21
→ 1, 20
> COc1ccc(OCC(=O)N2CCN(C(=O)COc3ccc(Br)cc3)CC2)cc1
→ 0, -15
> O=C(NCc1cccnc1)C1CCCN(S(=O)(=O)c2ccc(Cl)cc2)C1 (stereo unspecified)
→ -1, -3
> Cc1cc(C)cc(OCC(=O)Nc2cccc(-c3nc4ncccc4o3)c2)c1
→ 25, 30
> CCn1cc(C(=O)NCCCOC)c(=O)c2cc(S(=O)(=O)N(C)C)ccc21
→ -3, -13
> CC(C)COc1ccc(-c2nnn(CC(=O)N3CCCC3)n2)cc1
→ -1, -5
> O=C(NCN1CCCCC1)c1cccnc1
→ 0, 11
> Cc1ccc(-n2ncc3c(=O)n(CC(=O)NC4CCCC4)cnc32)cc1C
→ 6, 9
> COc1ccccc1NC(=O)CCc1nc(-c2cccs2)no1
→ -1, 4
> CC1CC(C)CN(CCCNC(=O)Cn2ncc3c(=O)oc4ccccc4c32)C1 (stereo unspecified)
→ 3, -2
> CCCCC(=O)Nc1cccc(-c2cn3ccsc3n2)c1
→ -2, -20
> Cn1c(=O)n(C)c2cc(/C=N/n3cnnc3)ccc21
→ -4, -27
> Cc1cccc(N2CCN(C(=O)CS(=O)(=O)Cc3nc(-c4ccccc4F)oc3C)CC2C)c1 (stereo unspecified)
→ 9, 16
> O=C(CN1C(=O)c2ccccc2C1=O)NCC1COc2ccccc2O1 (stereo unspecified)
→ -2, 0
> COc1ccc(N2CSC3=C(C#N)C(c4cc(OC)ccc4OC)CC(=O)N3C2)c(OC)c1 (stereo unspecified)
→ -4, -2
> C/C=C/CSc1nc2c(c(=O)[nH]c(=O)n2C)n1Cc1ccc(C)cc1
→ 0, 0
> Cc1ccc(NC(=O)CCNS(=O)(=O)c2ccc3c(c2)oc(=O)n3C)c(C)c1
→ 2, 3
> CCCCOCP(=O)(CCCC)COCCCC
→ -2, 9
> CCOc1ccc2c(c1)c1nnc(SCC(=O)N3CCC(C)CC3)nc1n2C
→ -4, -6
> CCOc1cc(C(=O)N2CCN(c3ccccc3)CC2)cc(OCC)c1OCC
→ -1, 1
> O=C1CCc2cc(S(=O)(=O)N3CCC(C(=O)Nc4nccs4)CC3)ccc2N1
→ -3, -1
> Cc1ccc(CCNC(=O)C2CCCN(S(=O)(=O)c3cccc4nsnc34)C2)cc1 (stereo unspecified)
→ -4, -18
> O=C(Nc1cc(C(F)(F)F)ccc1N1CCCC1)c1ccc2c(c1)OCO2
→ 0, 7
> COc1ccc(OC)c(C2/C(=C(\O)c3ccc4c(c3)OCCO4)C(=O)C(=O)N2CCCN(C)C)c1 (stereo unspecified)
→ 3, 19
> NC(=O)SCC(=O)Nc1cccc(Cl)c1
→ -2, -7
> CC1CCN(C(=O)CCCOc2cc(=O)n(C)c3ccccc23)CC1
→ 2, 15
> CN(CC(=O)N1CCCCCC1)S(=O)(=O)c1cccc2cccnc12
→ -1, -3
> CCN1CCCC1CNC(=O)CS(=O)(=O)Cc1nc(-c2ccccc2C)oc1C (stereo unspecified)
→ 0, -24
> Cc1ccc(Cn2ncc3c(NCCCN4CCOCC4)ncnc32)cc1
→ -1, -45
> CSc1ccc(C2C3(C#N)C(N)=NC4(OCCO4)C23C#N)cc1 (stereo unspecified)
→ -3, -5
> O=C(c1cc2ccccn2n1)N1CCN(c2ccccn2)CC1
→ -4, -8
> CC(C)(C)c1ccc(C(=O)OCC(=O)Nc2sc3c(c2C#N)CCC3)cc1
→ -16, -7
> CCOC(=O)N1CCN(S(=O)(=O)c2ccc3c(c2)CCN3C(=O)C2CC2)CC1
→ 7, 11
> Cc1cccc(NC(=O)c2sc3nc(-c4ccc(F)cc4)cn3c2C)n1
→ 11, 23
> CCCCCn1c(=S)[nH]c2ncccc2c1=O
→ -2, -1

An excerpt of these results, field by field.
CCN1CCCC1CNC(=O)CS(=O)(=O)Cc1nc(-c2ccccc2C)oc1C (stereo unspecified)
  S aureus QS inh: 0 | S aureus QS inh GFP MFI %: -24
Cc1ccc(NC(=O)CCNS(=O)(=O)c2ccc3c(c2)oc(=O)n3C)c(C)c1
  S aureus QS inh: 2 | S aureus QS inh GFP MFI %: 3

New compounds follow
Under each structure: S aureus QS inh, S aureus QS inh GFP MFI %
> CC(C)N1C(=O)C2C(c3ccccc3O)NC(C)(C(=O)O)C2C1=O (stereo unspecified)
→ 0, 7
> C/C(N)=N\S(=O)(=O)c1ccc(Cl)cc1
→ -6, -8
> CC(CCc1ccco1)NC(=O)Cn1ncc2c1-c1ccccc1OC2 (stereo unspecified)
→ -2, -6
> COc1cc2c(cc1OC)CN(C(=O)COc1ccc(C#N)cc1)CC2
→ 0, 4
> CN(C=C1C(=O)CC(C)(C)CC1=O)CCN1CCNCC1
→ 1, 11
> Cc1ccc(S(=O)(=O)CCc2nnc(NC(=O)c3cnccn3)s2)cc1
→ -1, 1
> Cc1oc(-c2ccccc2F)nc1CN1CCC(C(=O)NCc2ccco2)CC1
→ 0, 2
> COCCN(C(=O)Cn1nnc2ccccc21)C(C(=O)NC1CCCC1)c1cc(OC)ccc1OC (stereo unspecified)
→ 0, -23
> O=C(Nc1cccnc1)c1noc2c1CCCC2
→ -2, -11
> CN(C)c1ccc(CNCCC2(O)CCOC(C)(C)C2)cc1 (stereo unspecified)
→ -1, 3
> Cc1cc(NC(=O)c2ocnc2C)no1
→ 1, 8
> COc1ccccc1CC(=O)NCC1CCCO1 (stereo unspecified)
→ 0, 11
> COc1cc2c(cc1OC)C(c1cccnc1)CC(=O)N2 (stereo unspecified)
→ -3, -7
> Cc1nc(S(=O)(=O)N(C)c2ccccc2)c(C#N)c(C)c1Cl
→ 0, -21
> Cn1c(Cn2c(=O)sc3ccccc32)nnc1SCC(=O)NC1CCCC1
→ 3, 19
> COC(=O)C1=C(C)n2nnnc2NC1c1ccc(Cl)cc1 (stereo unspecified)
→ -1, 5
> O=C(CSc1nc(-c2ccco2)cc(C(F)(F)F)n1)N1CCN(Cc2ccccc2)CC1
→ -1, 5
> O=C(Cn1cc2c(n1)CCCC2)NCc1cccnc1
→ -2, -9
> COCCNC(=O)c1ccc2c(c1)ncn2-c1ccc(F)c(F)c1
→ -3, -8
> Cc1ccc(-n2nc(-c3cccs3)cc2C(=O)NCC2CCCO2)c(C)c1 (stereo unspecified)
→ 4, 11
> CCNC(=O)CC1C(=O)N(c2ccc(F)cc2)C(=O)N1Cc1ccc(OC)cc1 (stereo unspecified)
→ -3, -2
> N#CCCN1CCN(S(=O)(=O)c2ccc(C#N)cc2)CC1
→ -2, -8
> CCOc1ccc(-n2c(Cc3cc(=O)[nH]c(=O)[nH]3)nnc2SCc2cccnc2)cc1
→ 0, -2
> CC(=O)N1c2c(cc(Br)cc2S(=O)(=O)N2CCN(C(=O)c3ccco3)CC2)CC1C (stereo unspecified)
→ 3, -1
> O=C(NC1CCCCC1)c1ccc(N2CCCC2=O)cc1
→ 2, 11
> Cc1cccc2sc(NC(=O)C3CCCN(S(=O)(=O)c4cccc5nonc45)C3)nc12 (stereo unspecified)
→ -4, -10
> CCc1ccc(S(=O)(=O)NCCc2cn3ccccc3n2)s1
→ -8, -27
> CC(=O)NCCc1nc2ccccc2[nH]1
→ -1, -2
> O=C(Cn1cnc2c(nnn2Cc2ccccc2F)c1=O)N1CCN(c2ccccc2)CC1
→ -3, -6
> CCS(=O)(=O)N1CCC(C(=O)NCCc2ccc(OC)c(OC)c2)CC1
→ -6, -10
> OC(CCN1CCOCC1)(c1ccc(Cl)cc1)C1CCCCC1 (stereo unspecified)
→ 0, 30
> O=C1CCCC2=C1C(c1cccs1)n1nc(SCc3ccccc3F)nc1N2 (stereo unspecified)
→ 1, 4
> COCCCNC(=O)CC(NS(=O)(=O)c1ccc(Cl)cc1)c1ccco1 (stereo unspecified)
→ -2, 7
> CCOc1ccc(N2C(=O)CSC2c2ccncc2)cc1 (stereo unspecified)
→ 3, 4
> COc1ccc(-c2noc(CCC(=O)N3CCN(Cc4ccccc4)CC3)n2)cc1
→ -3, -8
> COC(=O)c1nc2n(n1)C(c1cccc(Cl)c1)C1=C(CCCC1=O)N2 (stereo unspecified)
→ 2, 32
> Cc1cc2c(cc1C)C(=O)NC(C)(C)C2
→ -6, -31
> Cn1c(CCNC(=O)c2ccco2)nc2cc(NC(=O)C3CCCCC3)ccc21
→ -1, 3
> CN(C)c1ccc(CNn2cnnc2)cc1
→ 0, -6
> COc1ccc(CCNC(=O)C2CCCN(S(=O)(=O)c3cccc4nonc34)C2)cc1OC (stereo unspecified)
→ -3, -12
> Nc1nc(N2CCOCC2)nc(N(c2ccccc2)c2ccccc2)n1
→ -1, -6
> FC(F)(F)c1cc(-c2ccco2)nc(-n2nc(C(F)(F)F)cc2C2CC2)n1
→ 1, 2
> CC1CCCCN1CCNC(=O)C1CC(=O)N(c2ccc(F)c(Cl)c2)C1 (stereo unspecified)
→ -1, -1
> CC(C)(C)n1nnnc1C(c1ccccc1)N1CCc2ccccc2C1 (stereo unspecified)
→ 0, 0
> Cc1cc2ccccc2c(=O)n1CC(=O)NCC(=O)N1CCN(c2ccccc2)CC1
→ -3, -17
> O=C(c1ccc(N2CCN(C3CC(=O)N(c4ccc(F)cc4)C3=O)CC2)cc1)c1cccnc1 (stereo unspecified)
→ -2, -10
> Cc1n[nH]c(C)c1S(=O)(=O)N1CCN(C2CCCCC2)CC1
→ 3, -2
> O=C1CCCC2=C1C(O)(C(F)(F)F)C(=O)N2Cc1ccccc1 (stereo unspecified)
→ 3, 14
> Cc1occc1-c1nnc(SCC(=O)N2CCc3ccccc32)o1
→ 0, 4
> CC(=O)N1CSCC1C(=O)N1CCN(c2ccc(N3CCOCC3)nn2)CC1 (stereo unspecified)
→ -4, -15
> O=C(NCCSc1c[nH]c2ccccc12)c1ccco1
→ 0, 16
> O=S(=O)(c1ccc2c(c1)nc1n2CCC1)N1CCOCC1
→ 1, 6
> CC1CCN(S(=O)(=O)c2ccc(S(=O)(=O)NCC(=O)C(C)(C)C)cc2)CC1
→ 0, -5
> C=CCn1c(-c2ccc(OC)cc2)nc2ccccc21
→ 0, -1
> COc1ccc(S(=O)(=O)NCC(=O)N(CC(=O)NCC2CCCO2)c2ccccc2C)cc1 (stereo unspecified)
→ 0, 19
> COc1ccc(OC)c(S(=O)(=O)Nc2ccc(C(N)=O)cc2)c1
→ 0, 25
> FC(F)(F)c1cc(-c2ccc3c(c2)OCO3)nc(NCc2ccco2)n1
→ -1, 1

Four compounds picked at random from the list so far:
Under each structure: S aureus QS inh, S aureus QS inh GFP MFI %
> Cc1n[nH]c(C)c1S(=O)(=O)N1CCN(C2CCCCC2)CC1
→ 3, -2
> O=C(NCCSc1c[nH]c2ccccc12)c1ccco1
→ 0, 16
> COc1ccc(OC)c(S(=O)(=O)Nc2ccc(C(N)=O)cc2)c1
→ 0, 25
> CC1CCN(S(=O)(=O)c2ccc(S(=O)(=O)NCC(=O)C(C)(C)C)cc2)CC1
→ 0, -5
